FBW7 activator: human FBW7 E3 ligase activation, primary screen; normalized activity (activation), % at 26.1 µM; AlphaScreen FBW7–phospho-cyclin E peptide binding, activator screen; Q969H0; hit rate 0.13% among 650,000; in the data active = normalized activity above about 1.9%;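 note: purified mutant Fbw7 with reduced substrate affinity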
GPR151 ag: human GPR151 activation; Q8TDV0; PathHunter beta-arrestin GPR151 cells, luminescence; activation, % at 11.2 µM; hit rate 1% among 650,000; AID 1508602; in the data active = activation above about 4.9%;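 note: 0% = median of compound wells and 100% = cells with positive control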
Target sequence (Q8TDV0 whole entry, looked up): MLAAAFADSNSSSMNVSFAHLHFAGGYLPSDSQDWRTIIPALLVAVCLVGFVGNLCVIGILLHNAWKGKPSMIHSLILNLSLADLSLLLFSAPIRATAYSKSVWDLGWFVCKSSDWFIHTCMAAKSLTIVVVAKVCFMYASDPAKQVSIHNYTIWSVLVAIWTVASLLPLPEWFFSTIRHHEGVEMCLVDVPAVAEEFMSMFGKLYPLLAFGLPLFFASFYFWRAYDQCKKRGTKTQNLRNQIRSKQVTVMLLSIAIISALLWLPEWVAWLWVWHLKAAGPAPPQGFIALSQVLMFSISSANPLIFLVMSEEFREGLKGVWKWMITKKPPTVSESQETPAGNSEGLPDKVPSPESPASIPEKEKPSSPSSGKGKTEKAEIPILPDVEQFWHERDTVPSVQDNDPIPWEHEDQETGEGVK
MITF primary: human MITF inhibition, primary screen. AlphaScreen MITF homodimerization, bead proximity signal. inhibition, % at 2.6 µM. hit rate 0.91% among 650,000; in the data active = inhibition above about 50%;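 note: 0% = vehicle wells with protein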
Target sequence (O75030 whole entry, looked up): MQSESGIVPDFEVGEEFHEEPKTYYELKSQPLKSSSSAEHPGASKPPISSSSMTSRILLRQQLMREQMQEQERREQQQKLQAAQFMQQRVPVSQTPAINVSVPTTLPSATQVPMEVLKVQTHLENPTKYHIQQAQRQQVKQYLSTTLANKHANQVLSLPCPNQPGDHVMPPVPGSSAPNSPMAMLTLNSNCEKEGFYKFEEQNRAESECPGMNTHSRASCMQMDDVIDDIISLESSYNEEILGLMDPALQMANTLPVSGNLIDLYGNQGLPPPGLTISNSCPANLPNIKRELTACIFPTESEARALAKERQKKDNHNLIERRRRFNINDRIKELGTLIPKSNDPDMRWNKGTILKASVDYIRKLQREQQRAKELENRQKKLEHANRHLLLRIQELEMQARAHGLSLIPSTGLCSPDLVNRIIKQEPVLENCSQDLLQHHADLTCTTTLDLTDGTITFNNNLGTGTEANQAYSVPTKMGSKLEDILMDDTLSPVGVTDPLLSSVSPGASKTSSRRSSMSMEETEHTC
TEAD-YAP block: TEAD-YAP interaction inhibition. HEK-TIYL cells, TEAD-Gal4/YAP UAS-luciferase luminescence. inhibition, % at 9.12 µM. hit rate 1.4% among 640,000; in the data active = inhibition above about 32%;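 note: 0% = median of test compound wells and 100% = reference inhibitor wells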
An asterisk follows results filed as active.

Second line of a record: FBW7 activator | GPR151 ag | MITF primary | TEAD-YAP block
> CCCCCn1c(SCC(=O)C(C)(C)C)nc2cc(C(=O)N3CCN(c4ccccc4)CC3)ccc2c1=O
 : -0.1 | -0.3 | -5 | 5
> CC1=NNC(=O)C1CCC(=O)N/N=C/C(Br)=C/c1ccccc1 (stereo not given)
 : 0.2 | -0.2 | 7 | -3
> Fc1ccc(C2C=C(c3ccc(Br)cc3)Nc3ncnn32)cc1Br (stereo not given)
 : -0.1 | 0.8 | -1 | -3
> Cc1ccc(-c2nc(Nc3ccc(C)c(F)c3)c3ccccc3n2)cc1
 : -0.1 | 1.5 | -5 | -7
> COc1ccc(Br)cc1C1SCCN1S(=O)(=O)c1ccc(C)cc1 (stereo not given)
 : -0.1 | -1.6 | 16 | -1
> CCn1c(CSc2nc3ccccc3s2)nnc1SCC(=O)NC
 : -0.1 | 1.2 | 10 | -8
> Cc1nn(S(=O)(=O)c2ccc(Cl)cc2)c(C)c1Sc1ccccc1
 : 0.0 | -1.3 | 10 | 2
> CC1CCc2c(sc(NC(=O)c3ccc([N+](=O)[O-])cc3Cl)c2C#N)C1 (stereo not given)
 : 0.0 | 0.5 | 3 | 9
> NC(=O)c1cc2nc(-c3ccc(Br)cc3)cc(C(F)(F)F)n2n1
 : 0.2 | -0.7 | 4 | 0
> CCC(C)NC(=O)c1ccc2c(c1)nc(C)n2-c1cccc(F)c1 (stereo not given)
 : -0.1 | 2.7 | 7 | 1
> O=C(Nc1ccc(-c2nc3ccccc3c(=O)[nH]2)cc1)c1ccco1
 : 0.3 | -1.7 | 7 | -55
> O=c1[nH]c2c(oc3ccccc32)c(=O)n1-c1ccccc1
 : -0.2 | -1.4 | 6 | 1
> O=C(CSc1ncnc2scc(-c3ccccc3)c12)NNC(=O)c1ccco1
 : 0.3 | 0.7 | 20 | -14
> O=C(Nc1cccc(-c2nc3ccccc3s2)c1)c1cc(Cl)ccc1Cl
 : -0.1 | 0.5 | 7 | -2
> COc1cccc(-c2ocnc2C(=O)Nc2ccc(CN3CCCCC3)cc2)c1
 : -0.1 | 0.2 | -12 | 15
> CCN1C(=O)c2ccc(C(=O)Nc3ccc(C)cc3[N+](=O)[O-])cc2C1=O
 : -0.1 | 0.8 | -5 | 8
> COc1ccccc1N1CCN(C(=O)c2cnn3c(C)c(Cc4cccc(C)c4)c(C)nc23)CC1
 : -0.1 | 0.2 | 2 | -2
> N#CC1=C(N)C(C#N)(C#N)C(c2cccnc2)C2COCC=C12 (stereo not given)
 : -0.2 | 0.4 | 5 | -4
> O=C(Nc1ccc2oc(-c3cccnc3)nc2c1)c1ccc(N2CCOCC2)c([N+](=O)[O-])c1
 : 0.4 | 2.9 | -2 | -6
> N#CC1=C(N)SC(N)=C(C#N)C1c1cccc(Oc2ccccc2)c1
 : -0.1 | -1.2 | 18 | 16
> O=C(Nc1ccccc1C(=O)Nc1ccc(Br)cn1)c1ccccc1
 : 0.0 | 1.3 | 7 | 9
> Cc1cc(C)c(NC(=O)CSc2nnc(NC(=O)C3CC3)s2)c(C)c1
 : 0.0 | -0.6 | 18 | 0
> CC(=O)Nc1ccc(S(=O)(=O)NNC(=S)Nc2ccc(F)cc2F)cc1
 : -0.1 | 0.2 | -10 | 3
> CCOC(=O)CNC(=O)CSc1cn(CC(=O)N2CCCCC2)c2ccccc12
 : 0.0 | 0.6 | 15 | 3
> COCCNC(=O)c1ccc(N2CC3CC(C2)c2cccc(=O)n2C3)c(NC(=O)c2ccccc2Cl)c1 (stereo not given)
 : -0.1 | -0.2 | 6 | 3
> Cc1noc(C)c1C(=O)Nc1sc(C)c(-c2ccccc2)c1C#N
 : 0.1 | 0.3 | 0 | -4
> O=C(CN1CCCCCC1)Nc1ccc(N2CCCC2)cc1
 : -0.3 | -0.5 | 53* | -21
> Fc1cnc(Nc2ccc(-n3cnc(N4CCOCC4)n3)cc2)cc1-n1cnc(Nc2ccccc2)n1
 : -0.1 | -0.6 | 5 | 1
> CCOC(=O)c1ccc(NC(=O)c2c(-c3ccccc3Cl)noc2C)cc1
 : -0.2 | 2.6 | 6 | 4
> CN(C)c1ccc(C=Nc2ccc(C(N)=O)cc2)cc1
 : -0.2 | -1.2 | -9 | 0
> CCC(C(=O)Nc1ccccc1OC)n1c(C(=O)OC)cc2oc(C)cc21 (stereo not given)
 : 0.5 | -0.6 | 22 | 3
> O=C1C(CCCNC(=S)NCc2ccccc2)NC(=S)N1Cc1ccccc1 (stereo not given)
 : -0.5 | -0.4 | 4 | 6
> CC(Nc1cc(N2CCCC2)ccc1[N+](=O)[O-])c1ccccc1 (stereo not given)
 : -0.1 | -0.2 | 1 | 2
> CCOc1ccccc1NC(=O)c1c(-c2c(Cl)cccc2Cl)noc1C
 : 0.0 | 1.0 | -4 | 6
> Cn1c(NC(=O)c2ccccc2C(F)(F)F)cc(=O)n(C)c1=O
 : -0.2 | 2.0 | 3 | -11
> NS(=O)(=O)c1ccc(CCNC(=O)CSc2nc3ccsc3c(=O)n2-c2ccc(F)cc2)cc1
 : 0.1 | 0.6 | 8 | 1
> Cc1nc2sccn2c1C(=O)Nc1ccc(Oc2ccccc2)cc1
 : 0.3 | -0.2 | 16 | -27
> Cc1ccc(-n2[nH]c(C)c(C=Nc3ccc(I)cc3)c2=O)cc1C
 : 0.2 | -0.4 | 8 | 14
> CCc1ccc(C2CC(c3ccc(OC)c(OC)c3)=NN2C(C)=O)cc1 (stereo not given)
 : -0.3 | -0.9 | -5 | -99
> Cn1cc(-c2nc(Nc3ccc(-n4cnc(N5CCC(O)CC5)n4)cc3)ncc2Cl)cn1
 : 0.1 | -1.0 | 24 | 72*
> CCc1ccc2nc(SCC(=O)OC)c(C#N)cc2c1
 : 0.0 | 0.7 | 5 | -61
> CS(=O)(=O)c1cccc(S(=O)(=O)N2CCc3nc4ncc(Cl)cc4cc3C2)c1
 : -0.1 | -1.8 | -4 | -7
> O=C(CCCn1c2ccccc2c2cn[nH]c(=O)c21)NCc1ccc(F)cc1
 : -0.1 | 2.5 | -15 | -8
> COc1ccccc1-n1nc(C(=O)NCCC2=CCCCC2)c2ccccc2c1=O
 : 0.1 | -1.0 | 15 | -3
> CCCCC(=O)NC(Nc1sc2c(c1C(N)=O)CCCC2)(C(=O)OCC)C(F)(F)F (stereo not given)
 : 0.2 | 1.2 | 17 | 3
> CC(=O)NC(Cc1cccc(F)c1)C(=O)NC1CCN(C(=O)c2cccc(C)c2)CC1 (stereo not given)
 : 0.0 | -0.8 | 0 | 4
> O=C(c1nc2ccccn2c1CNCc1cc2cc(Cl)ccc2[nH]1)N1CCCC1
 : 0.6 | -0.8 | 6 | -3
> CCn1c(SCC(=O)Nc2ccc(Cl)cc2)nc2c(c1=O)SC(C)C2 (stereo not given)
 : -0.4 | -0.6 | 19 | 5
> O=C(CC(NCCN1CCNCC1)C(=O)O)Nc1cccc(Cl)c1 (stereo not given)
 : -0.2 | -0.9 | 1 | -7
> COC(C(=O)N1CCc2c(cnc(C)c2CNC(=O)c2cccs2)C1)c1ccccc1 (stereo not given)
 : 0.1 | 1.8 | 16 | -18
> CCOC(=O)N1CCC(O)(c2cc(C)c(C)cc2C)CC1
 : 0.6 | -1.3 | 12 | 2
> CCCCCNC(=O)c1cc([N+](=O)[O-])c(C)c([N+](=O)[O-])c1
 : 0.1 | -1.0 | 18 | 5
> CCN1C(=O)c2cccc3c(S(=O)(=O)N4CCc5ccccc5C4)ccc1c23
 : 0.8 | 2.0 | -5 | -2
> Cc1ccc(-n2nnc(-c3nc(-c4ccccc4F)no3)c2N)cc1C
 : 1.2 | -1.1 | 15 | 8
> COc1cc(OC)cc(C2=N/C(=C\c3cccs3)C(=O)O2)c1
 : 0.0 | -2.2 | -9 | 0
> Cc1cc(C)c(N2C(=O)NC(=O)/C(=C\c3ccccc3[N+](=O)[O-])C2=O)c(C)c1
 : -1.1 | -0.8 | -1 | 4
> CCc1nnc(NC(=O)CN2CCC(O)(c3ccccc3OC)CC2)s1
 : -0.1 | 6.5* | 3 | 1
> COc1ccccc1N1CCN(S(=O)(=O)c2ccc(SC)cc2)CC1
 : 0.1 | -0.7 | 9 | 5
> Cc1cnc(NC(=O)CCN2C(=O)c3ccccc3C2=O)s1
 : 0.0 | 0.3 | -24 | -3
> COCCn1c(SCC(=O)N2CCC(C)CC2)nc2c(c1=O)SCC2
 : -0.4 | -0.9 | -1 | -7

The results go on.
Molecule,FBW7 activator,GPR151 ag,MITF primary,TEAD-YAP block
COc1ccc(-c2noc(COc3cccc(OC)c3)n2)cc1,0.2,-0.9,-15,0
COc1ccc(CNC(=O)COc2ccc3c(c2)C(=O)CC2(CCCCC2)O3)cc1,0.1,0.1,11,9
Cc1ccc(NC(=O)C2CC(=O)N(Cc3ccc4c(c3)OCO4)C(=Nc3cccc(C(F)(F)F)c3)S2)cc1 (stereo not given),-0.1,-0.7,1,2
Cc1ccc(N2CC(C(=O)NC3=NCCS3)CC2=O)cc1 (stereo not given),-0.2,0.5,-10,2
CCOC(=O)c1sc2nc(C)nc(N3CCCCCC3)c2c1C,-0.1,-1.2,-5,17
Cc1noc(C)c1-c1nc(NCCc2ccc(O)cc2)c2[nH]cnc2n1,0.1,0.6,3,-16
CCOc1ccc2c(c1)C(C)CC(C)(C)N2C(=O)Nc1cccc(Cl)c1 (stereo not given),0.0,-1.0,6,6
Cc1cccc(-n2nc3c(c2NC(=O)c2ccc(Br)o2)CS(=O)(=O)C3)c1C,-0.1,1.5,6,-2
Cc1ccc2nc(NC(=O)c3cccc4ccccc34)sc2c1,0.0,1.3,14,37*
CCOC(=O)c1ccc(S(=O)(=O)NC2CCC(C)CC2)cc1 (stereo not given),0.2,-0.2,17,5
Cc1ccccc1-c1nc(=S)c2c(=O)n(C)c(=O)n(C)c2[nH]1,0.0,-0.1,5,3
CC(C)OC(=O)Nc1ccc2c(c1)Nc1ccccc1CC2,0.2,1.1,18,-40

Quoted from the listing:
Under MITF primary, `COc1cccc(-c2ocnc2C(=O)Nc2ccc(CN3CCCCC3)cc2)c1` has -12
Under TEAD-YAP block, `CCOC(=O)c1ccc(S(=O)(=O)NC2CCC(C)CC2)cc1` (stereo not given) has 5

Remaining list, next part.
Molecule,FBW7 activator,GPR151 ag,MITF primary,TEAD-YAP block
CCCCNC(=O)c1cc(-c2ccc(OC)c(OC)c2)on1,0.0,-0.2,-2,0
COc1ccc2nc(Cl)c(C3CC(c4ccc(Cl)cc4)=NN3C(=O)CCC(=O)O)cc2c1 (stereo not given),0.0,-0.5,4,-1
CCOC(=O)c1cc(-c2cccc(N)c2)n[nH]1,0.1,-0.5,1,-48
COc1ccc(NC(=O)C(=O)NC2CCCCC2)c(OC)c1,0.4,-1.3,-9,-11
CN(Cc1ccccc1)C(=O)c1ccc2c(=O)n(-c3ccc(F)c(Cl)c3)c(=S)[nH]c2c1,0.6,-2.1,21,-3
COc1ccc(OCC(=O)NNC(=S)NC(=O)c2ccc([N+](=O)[O-])cc2)cc1,0.2,0.1,-7,0
COc1ccc(NC(=O)NNC(=O)c2ccc(Br)s2)cc1OC,1.2,0.6,17,1
COc1ccc(Cn2c(CCC(=O)NCCc3ccccc3)nc3cccnc32)cc1,-0.3,0.2,0,-1
COc1ccc(OC)c(NS(=O)(=O)c2ccc(NS(=O)(=O)c3ccccc3)cc2)c1,0.2,-1.3,-8,0
CC(C(=O)OC1CC2CCC1(C)C2(C)C)N1C(=O)c2ccccc2C1=O (stereo not given),-0.1,0.0,-1,0
CC1CCCC(NC(=O)c2ccc(NC(=O)c3ccc(=O)[nH]c3)cc2)C1C (stereo not given),0.0,0.3,-2,8
Cc1cc(C)c(C(N)=O)c(Nc2ccc(C3CCCCC3)cc2)n1,0.7,0.3,-1,6

Given with each value named: part of the list above
COc1ccc2nc(Cl)c(C3CC(c4ccc(Cl)cc4)=NN3C(=O)CCC(=O)O)cc2c1 (stereo not given)
  FBW7 activator = 0.0
  GPR151 ag = -0.5
  MITF primary = 4
  TEAD-YAP block = -1

CCOC(=O)c1cc(-c2cccc(N)c2)n[nH]1
  FBW7 activator = 0.1
  GPR151 ag = -0.5
  MITF primary = 1
  TEAD-YAP block = -48

COc1ccc(NC(=O)C(=O)NC2CCCCC2)c(OC)c1
  FBW7 activator = 0.4
  GPR151 ag = -1.3
  MITF primary = -9
  TEAD-YAP block = -11

CN(Cc1ccccc1)C(=O)c1ccc2c(=O)n(-c3ccc(F)c(Cl)c3)c(=S)[nH]c2c1
  FBW7 activator = 0.6
  GPR151 ag = -2.1
  MITF primary = 21
  TEAD-YAP block = -3

Remaining list, next part.
Molecule,FBW7 activator,GPR151 ag,MITF primary,TEAD-YAP block
Cc1ccc(OCC(=O)Nc2ccccc2C(F)(F)F)c(C(C)(C)C)c1,0.2,-1.4,11,11
Cc1ccc(S(=O)(=O)N(CC(=O)Nc2ccccc2C(=O)O)c2ccccc2)cc1,0.0,-0.9,-5,-4
Cc1nc(SCC(=O)N2CCCCC2)[nH]c(=O)c1C,0.0,1.6,-5,1
CC(C)(C)N(Cc1ccccc1)C(=O)COC(=O)c1ccc[n+]([O-])c1,0.0,-1.6,0,-8

Bioassay records from PubChem BioAssay.
